Compound activity as filed in PubChem.
Cneo AK release – causes C. neoformans cell lysis | adenylate kinase release luminescence, 4 h; normalised: neutral wells 0, clomiphene wells 100 | lysis activity, % at 15 µM | 360,000 tested, 0.2% active | AID 651654;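 active = mean lysis activity across replicates of at least 80%, whatever share of replicates individually reach that level; inactive = mean lysis activity below 80%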
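Material: C. neoformans cells | Amount: Yeast cell density of 5 × 10^6 cells/mL | Medium: Fresh YPD growth medium | Dosing: Single dose | Times: Static 4 h at 37 °C with compound, 1 h detection | Detection: AK luminescence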
ARNT TACC3 PPI – disrupts binding between human ARNT and TACC3. AID 623870. AlphaScreen His-ARNT PAS-B/GST-TACC3 binding, luminescence; TACC3 fragment carries E629A point mutation. 390,000 tested, 0.66% active. Q9Y6A5. inhibition, % at 9.99 µM;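 active = mean inhibition of replicates at least 50% and at least half of replicates each reaching 50%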;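 also: 0% = complete ARNT plus TACC3 wells and 100% = ARNT alone without TACC3; many hits fall short of the cut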
C2C12 statin – suppression of simvastatin myotoxicity. C2C12 myotubes + simvastatin, ATP luminescence, 48 h; scaled: DMSO 0, geranylgeraniol control 100. 330,000 tested, 0.78% active. AID 602340. rescue of ATP level, % at 7.49 µM;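 active = mean ATP rescue above about 67%, or every replicate alone reaching that limit, limit read from the data, passing the limit was not always enough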;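 also: myotubes were challenged with 10 µM simvastatin during compound exposure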
PAX8 inh HTS – inhibitors of PAX8 transcriptional activity in RMG-I cells. RMG-I TPO-luciferase reporter, SteadyGlo, 24 h. 360,000 tested, 1.2% active. inhibition, % at 12.6 µM. AID 652154;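 active = mean replicate inhibition at least 60% with every replicate also reaching 60%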;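 also: luciferase light reporting Pax8 driven TPO promoter activity; plate controls were median of neutral control wells for no effect and mitoxantrone controls for full effect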
LGR2 antag – blocks bursicon-induced cAMP signaling via Drosophila LGR2 | HEK293 LGR2, CRE-luciferase, bursicon-stimulated, 4 h | inhibition, % at 9.99 µM | 380,000 tested, 0.35% active | AID 720647;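 active = drop in luminescence signal, shown as inhibition above about 50% in the replicate tests, limit read from the data, passing the limit was not always enough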;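 also: agonist challenge used bursicon conditioned medium at about half maximal strength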
INS-1E GSIS act – primary screen for activators of insulin secretion dependent on glucose, INS-1E cells, GLuc reporter luminescence | AID 743287 | activation, % at 16.6 µM | INS-1E GLuc reporter insulin secretion, 2-3 h | 370,000 tested, 0.61% active;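 active = lowest replicate activation of at least 40%, so every replicate reaches that level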;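 also: 0% = median of neutral control wells and 100% = median of IBMX positive control wells; some compounds called inactive have numbers as strong as hits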
PGC1a acetyl inh – PGC1a acetylation modulation, inhibitor mode; inhibition, % at 15.6 µM; AID 651687; U2OS PGC1a acetylation, AlphaScreen anti-acetyl-lysine; with virally co-expressed GCN5 acetyltransferase; 350,000 tested, 0.17% active;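 active = every replicate shows inhibition of at least 40%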;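 also: 0% = neutral control wells and 100% = positive control wells; some results beyond the cut were filed as inactive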
PglD DTNB – inhibitors of Campylobacter jejuni PglD acetyltransferase; purified PglD enzyme, DTNB colorimetric CoA detection; inhibition, % at 12.5 µM; 360,000 tested, 0.098% active; in the data active = inhibition above about 16%, passing the limit was not always enough; also: strong numbers were not always called active
Numbers without * were called inactive; / = no result given; & = joins results of further samples. This is a random part of the collection; about 2.9% have a hit in one of these screens.

SMILES	Cneo AK release	ARNT TACC3 PPI	C2C12 statin	PAX8 inh HTS	LGR2 antag	INS-1E GSIS act	PGC1a acetyl inh	PglD DTNB
Cc1ccc(N/C=C/C(=O)c2sc(-c3ccccc3)nc2C)cc1	-5	13	-7	/	-9	-15	-13	-10
O=C1CCCC(=O)C1=C1SCCS1	-1	-5	-6	-11	-13	-13	5	8
CC1=C(C(=O)OCc2ccccc2)C(c2ccc(C)cc2)NC(=O)N1 (stereo not given)	1	/	8	17	4	-30	5	-1
CC1=C(C(=O)N(C(C)C)C(C)C)CC(CC(=O)NCCN2CCOCC2)C(=O)N1CCCN1CCCC1=O (stereo not given)	5	/	4	0	-10	4	-1	-6
Cc1nnc(SCc2c(Cl)cccc2Cl)n(N)c1=O	/	-2	/	8	14	/	-8	/
Brc1ccc(-c2cn3ccccc3n2)cc1	-3	18	-25	-27	16	-5	4	5
Cc1ccc(CNC(=O)C(OC(=O)c2cccs2)C(C)C)cc1 (stereo not given)	13	1	-1	1	-6	-9	/	-3
CCc1ccc(Nc2nc(C)cc(C)c2C(N)=O)cc1	1	-4	8	-44	10	-14	/	-3
O=C(O)[C@@H]1[C@@H](CO)[C@@H]2Cn3c(ccc(-c4cccc(F)c4)c3=O)[C@@H]2N1C(=O)c1ccccn1	-1	/	-24	-6	15	5	/	0
CCc1cccc(NC(=O)C2CCCN2C(=O)Nc2ccc(C)cc2)c1 (stereo not given)	/	2	0	6	6	9	-11	/
COc1cccc2cc(C(=O)Nc3ccc(F)cc3)c(=Nc3ccc(C(=O)O)cc3)oc12	-1	-9	-42	-59	-34	0	-10	-5
COc1cccc(-c2noc(-c3cccs3)n2)c1	/	-11	50	-139	/	/	0	/
CCN(CC)CCn1c(=S)[nH]c2cc(C(=O)NCc3ccccc3)ccc2c1=O	-1	/	5	-12	-41	10	5	6
CN(C)c1ccc(C(=O)NCCCSc2ccccc2)cc1	0	5	/	1	-11	5	-1	1
CN1[C@@H]2c3cccc(=O)n3C[C@@H]2[C@@H](CO)[C@@H]1C(=O)NCCc1ccccc1	-3	-8	-15	1	-2	3	0	-1
O=C1c2cccnc2C(=O)N1Cc1ccc(S(=O)(=O)N2CCN(c3ccccc3)CC2)cc1	1	7	18	-13	-6	20	15	-1
CCc1ccc2nc(Nc3ncc(C(C)=O)c(C)n3)nc(C)c2c1	/	-6	/	-13	2	16	-6	/
COc1cccc(/C=C(/CC(=O)Nc2ccc(N3CCOCC3)cc2)c2nc3ccccc3s2)c1	-3	2	/	-14	-16	-19	/	-1
O=C(CCC1CCCCC1)Nc1nccs1	6	4	-5	-93	-7	-2	-8	2
O=C(O)CCN=C1CCCc2ccccc2N1	-6	-4	-3	5	/	/	3	-3
COc1ccc(NC(=O)N(C)C[C@H]2Oc3ccc(NC(=O)CCN4CCOCC4)cc3C(=O)N([C@H](C)CO)C[C@@H]2C)cc1	-2&3	21&11	4&0	-16&-2	17&5	22&3	8&4	2&-2
CCN1CCN(CCCN(Cc2ccco2)C(=S)Nc2ccc(Cl)c(C)c2)CC1	/	10	/	2	1	1	-11	/
COc1ccc(NC(=O)N(C)C[C@H]2OCc3cn(nn3)CCCC(=O)N([C@@H](C)CO)C[C@@H]2C)cc1	-3&-3&-5	-4&-5	-2&-6&4	-8&14	-14&23	-1&1	6&0&5	-4&1&-5
CC(C)CCn1c(N2CCCC2)nc2c1c(=O)n(C)c(=O)n2C	-4	-2	36	16	1	16	-4	2
CC1CCc2cc(F)ccc2N1C(=O)CSc1nnc2c(n1)[nH]c1ccc(F)cc12 (stereo not given)	-3	1	-10	/	9	10	0	5
COCCCNC(=O)C1CCC(CNS(=O)(=O)c2ccc(OC)cc2)CC1 (stereo not given)	-8	1	2	-3	-10	0	-7	5
O=C(C[C@@H]1CC[C@H]2[C@@H](COC[C@@H](O)CN2CC2CCOCC2)O1)NCC1CCCCC1	-2	-8	2	-11	1	1	-5	-1
COc1ccc(CN(C)CC(=O)Nc2c(C)cccc2C)c(OC)c1	/	15	/	10	-3	7	/	/
O=C(NC1CCCCCC1)c1ccco1	0	-4	0	-46	4	-15	2	2
C/C(=N/OC(=O)C1CC1)c1cc(-c2ccc(Cl)cc2)no1	/	-11	/	-78	-91	9	/	/
COc1ccc(C2C(=O)c3ccccc3C2=O)cc1	-2	-3	-11	6	/	/	7	-3
CCOC(=O)C[C@H]1c2ccccc2S(=O)(=O)N1Cc1cc(OC)c(OC)c(OC)c1	-2	9	/	8	-1	-1	11	-2
Cc1ccc(S(=O)(=O)Nc2ccc3c(c2)C(=O)N([C@@H](C)CO)C[C@H](C)[C@H](CN(C)C(=O)Nc2cccc4ccccc24)OCCCC[C@H](C)O3)cc1	-2	-8	/	54	-2	-28	-7	1
CC(C)CCN(C(=O)c1csnn1)C(C(=O)NC1CCCCC1)c1ccc(F)cc1 (stereo not given)	0	-4	-2	10	13	-22	/	0
CCCN(C(=O)c1cccs1)c1c(N)n(Cc2ccccc2)c(=O)[nH]c1=O	1	/	7	2	6	9	8	2
O=C(C[C@H]1C[C@@H]2c3cc(NC(=O)C4CCC4)ccc3O[C@@H]2[C@H](CO)O1)NCc1ccccc1F	0	-3	3	-11	-19	-4	9	-3
CCc1noc(C)c1C(=O)N(C)CC(=O)Nc1ccccc1C(F)(F)F	4	-23	/	-21	9	19	/	-2
C[C@@H]1CN([C@@H](C)CO)C(=O)Cc2cc(NC(=O)Nc3cccc4ccccc34)ccc2O[C@@H]1CN(C)C(=O)Nc1ccc2c(c1)OCO2	3	/	-46	9	7	13	-10	8
C[C@@H]1COC(=O)[C@H](Cc2ccc(F)cc2)C/C=C\C[C@@H](CC(=O)NCCO)C(=O)N1	1	-14	-9	2	8	-3	/	2
Cc1ccc(S(=O)(=O)Nc2cccc3c2O[C@@H](CN(C)S(=O)(=O)c2ccc(F)cc2)[C@@H](C)CN([C@H](C)CO)C3=O)cc1	-3	-5	-39	-14	5	-9	-7	0
CN(C)S(=O)(=O)N1CCN(c2ccccc2)CC1	-1	36	8	/	-11	14	3	6
O=S(=O)(Nc1nc2ccccc2nc1Nc1ccc2c(c1)OCO2)c1ccc(F)cc1	-3	16	/	12	42	-19	12	5
C[C@H]1CN([C@@H](C)CO)C(=O)c2cc(C#CC3(O)CCCC3)cnc2O[C@@H]1CN(C)S(=O)(=O)c1cccc(F)c1	-4	-5	/	/	27	-5	10	3
Cc1cc(C(=O)Nc2cccc3c2O[C@H](CN(C)C)[C@@H](C)CN([C@H](C)CO)C3=O)n(C)n1	1	/	6	-4	36	12	-5	0
FC(F)c1nnc2ccc(Cl)nn12	/	0	/	-4	10	-8	6	/
Cc1cnc(NC(=O)C2(C)CCN2C(=O)C(C)C)s1 (stereo not given)	1	/	0	/	9	23	-5	-3
N#C/C(=N\Nc1c(Cl)cccc1Cl)C(=O)NN	3	4	1	-7	/	/	4	0
Brc1ccccc1/C=N/Nc1ccccn1	1	6	/	-62	-56	4	5	-1
COc1ccc(C(=O)CSc2nnc(NC(=O)C3CC(=O)N(c4ccccc4)C3)s2)cc1 (stereo not given)	-2	-2	/	-7	-12	-9	2	6
O=C(CSc1nnc(-c2ccco2)o1)c1ccc(F)c(F)c1	5	-2	2	/	/	/	6	0
O=C(Nn1cnnc1)c1ccc(OC(F)(F)C(F)C(F)(F)F)cc1 (stereo not given)	-1	-3	5	9	33	5	11	-1
COc1ccc(CCNC(=O)c2cc(-c3ccc4c(c3)OCO4)on2)cc1OC	-1	-3	-5	/	/	/	11	2
CN(C)c1ccc2c(c1)[C@@H]1C[C@@H](CC(=O)NCc3cccc(F)c3)O[C@H](CO)[C@@H]1O2	-4	22	-3	-4	11	16	-4	2
COc1ccc(C2C(C(=O)N3CCC(C)CC3)c3ccccc3C(=O)N2C)cc1 (stereo not given)	0	-4	-4	/	/	/	-8	-5
CCC(=O)N[C@H]1CC[C@H](CCn2cc(C3CC3)nn2)O[C@@H]1CO	54	-2	-3	-7	14	8	1	-3
CCN(CCO)c1ncnc2onc(-c3ccc(F)cc3)c12	-3	-1	-1	19	-14	19	-1	-5
CC(=O)N(C)C[C@H]1Oc2ncc(-c3ccccc3C)cc2C(=O)N([C@H](C)CO)C[C@H]1C	1	-4	6	/	5	11	12	0
C=CCNC(=O)c1ccc2c3n(nc2c1)-c1ccc(Cl)cc1CO3	-1	-7	6	-162	-36	1	/	/
CNC[C@H]1Oc2ccc(NC(=O)Nc3ccccc3)cc2CC(=O)N([C@@H](C)CO)C[C@@H]1C	0	-2	6	5	-13	-6	1	6

Part of the list above, in markdown.
| Molecule | Cneo AK release | ARNT TACC3 PPI | C2C12 statin | PAX8 inh HTS | LGR2 antag | INS-1E GSIS act | PGC1a acetyl inh | PglD DTNB |
| --- | --- | --- | --- | --- | --- | --- | --- | --- |
| CN(C)S(=O)(=O)N1CCN(c2ccccc2)CC1 | -1 | 36 | 8 | / | -11 | 14 | 3 | 6 |
| O=S(=O)(Nc1nc2ccccc2nc1Nc1ccc2c(c1)OCO2)c1ccc(F)cc1 | -3 | 16 | / | 12 | 42 | -19 | 12 | 5 |
| C[C@H]1CN([C@@H](C)CO)C(=O)c2cc(C#CC3(O)CCCC3)cnc2O[C@@H]1CN(C)S(=O)(=O)c1cccc(F)c1 | -4 | -5 | / | / | 27 | -5 | 10 | 3 |
| Cc1cc(C(=O)Nc2cccc3c2O[C@H](CN(C)C)[C@@H](C)CN([C@H](C)CO)C3=O)n(C)n1 | 1 | / | 6 | -4 | 36 | 12 | -5 | 0 |
| FC(F)c1nnc2ccc(Cl)nn12 | / | 0 | / | -4 | 10 | -8 | 6 | / |
| Cc1cnc(NC(=O)C2(C)CCN2C(=O)C(C)C)s1 (stereo not given) | 1 | / | 0 | / | 9 | 23 | -5 | -3 |
| N#C/C(=N\Nc1c(Cl)cccc1Cl)C(=O)NN | 3 | 4 | 1 | -7 | / | / | 4 | 0 |
| Brc1ccccc1/C=N/Nc1ccccn1 | 1 | 6 | / | -62 | -56 | 4 | 5 | -1 |
| COc1ccc(C(=O)CSc2nnc(NC(=O)C3CC(=O)N(c4ccccc4)C3)s2)cc1 (stereo not given) | -2 | -2 | / | -7 | -12 | -9 | 2 | 6 |
| O=C(CSc1nnc(-c2ccco2)o1)c1ccc(F)c(F)c1 | 5 | -2 | 2 | / | / | / | 6 | 0 |
| O=C(Nn1cnnc1)c1ccc(OC(F)(F)C(F)C(F)(F)F)cc1 (stereo not given) | -1 | -3 | 5 | 9 | 33 | 5 | 11 | -1 |
| COc1ccc(CCNC(=O)c2cc(-c3ccc4c(c3)OCO4)on2)cc1OC | -1 | -3 | -5 | / | / | / | 11 | 2 |
| CN(C)c1ccc2c(c1)[C@@H]1C[C@@H](CC(=O)NCc3cccc(F)c3)O[C@H](CO)[C@@H]1O2 | -4 | 22 | -3 | -4 | 11 | 16 | -4 | 2 |
| COc1ccc(C2C(C(=O)N3CCC(C)CC3)c3ccccc3C(=O)N2C)cc1 (stereo not given) | 0 | -4 | -4 | / | / | / | -8 | -5 |
